Rab2A wt mod – modulators of GTP binding to Rab2A wildtype, primary screen, biochemical, dog, bead-based flow cytometry, multiplex; 190,000 tested, 0.19% active; GST-Rab2 wt beads, Bodipy-GTP binding; AID 760, 2007; GTP binding activity, % at 10 µM; Ras-related protein Rab-2A (Canis lupus familiaris), P61105;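 active means GTP binding activity at least 20 points away from 100%, either lowered or raised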;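 further: 0% = beads with excess unlabeled GTP and 100% = no-compound control corrected for plate trend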
HRas wt GTP – modulators of GTP binding to HRas wildtype, primary screen, biochemical, bead-based flow cytometry, multiplex; GST-Ras wt beads, Bodipy-FL-GTP binding; actives lie on both sides; GTP binding activity, % at 10 µM; 190,000 tested, 0.14% active;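 active means GTP binding activity at least 20% away from the 100% baseline, either lowered as inhibitor or raised as activator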;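 further: 0% = unlabeled GTP competition control and 100% = no-compound control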
Target sequence (P01112 whole entry, looked up): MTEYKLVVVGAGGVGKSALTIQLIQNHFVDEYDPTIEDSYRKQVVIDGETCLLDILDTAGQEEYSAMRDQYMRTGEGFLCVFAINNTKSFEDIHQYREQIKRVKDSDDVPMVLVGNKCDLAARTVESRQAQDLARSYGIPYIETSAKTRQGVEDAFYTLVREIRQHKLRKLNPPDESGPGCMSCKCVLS
Cdc42 wt – modulators of GTP binding to wildtype Cdc42, primary screen, biochemical, multiplex bead flow cytometry, Bodipy-GTP. percent activity (GTP binding), % at 10 µM. Cell division control protein 42 homolog (Homo sapiens), P60953. 190,000 tested, 0.2% active. GST-Cdc42 beads; actives lie on both sides;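 active means percent activity GTP binding at least 20 points away from the 100% baseline, either down as inhibitor or up as activator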;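 further: median bead fluorescence of bound Bodipy-FL-GTP at 100 nM; 0% = excess unlabeled GTP control and 100% = no compound control; below 100% means less GTP binding so inhibitor and above means activator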
Target sequence (P60953 whole entry, looked up): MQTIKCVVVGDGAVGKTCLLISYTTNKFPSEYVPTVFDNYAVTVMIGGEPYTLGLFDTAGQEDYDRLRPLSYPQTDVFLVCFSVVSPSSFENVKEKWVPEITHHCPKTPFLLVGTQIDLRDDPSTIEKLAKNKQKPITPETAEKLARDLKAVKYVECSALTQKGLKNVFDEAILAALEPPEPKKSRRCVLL
Rab7 wt GTP bind – modulators of GTP binding to Rab7, primary screen, biochemical, wildtype, multiplex bead flow cytometry | GST-Rab7 beads, fluorescent GTP binding; actives lie on both sides; untreated = 100%, excess cold GTP = 0% | GTP binding activity (percent of control), % at 10 µM | 190,000 tested, 0.055% active | AID 758, 2007;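 active means fluorescent GTP binding to Rab7 beads changed by at least 20 points from the 100% baseline, either direction, mostly lower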;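 further: median green fluorescence of bound Bodipy-FL-GTP per Rab7 bead population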
Rac1 mut GTP – GTP binding modulators of activated mutant Rac1, primary screen, biochemical, bead-based flow cytometry, multiplex, fluorescent GTP; percent activity (GTP binding), % at 10 µM; AID 764, 2007; Ras-related C3 botulinum toxin substrate 1 (Homo sapiens), P63000; 190,000 tested, 0.11% active; GST-Rac1 activated beads; actives lie on both sides; 100% means binding = to untreated wells;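 active means GTP binding at least 20 percentage points away from the 100% baseline, in either direction, so actives lie on both sides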
Avidin fluor – green autofluorescence of compounds with avidin beads – biophysical, 488/530 nm, flow cytometry, artefact control, profiling panel | compound fluorescence 488/530 nm; active compounds read high | fluorescence (KMESF) at 10 µM | 220,000 tested, 0.38% active | AID 1775, 2009; in the data active means fluorescence above about 47; further: inactives centre near 10
Mcl1 Bid PPI – Mcl-1/Bid binding inhibitors, primary screen, biochemical, TR-FRET, 1536-well. Induced myeloid leukemia cell differentiation protein Mcl-1 (Homo sapiens), Q07820. TR-FRET Mcl-1/Bid-Dy647 peptide binding. inhibition, % at 21.7 µM. 220,000 tested, 0.97% active. AID 1021, 2008;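 active means compounds that cut the binding signal by more than half at the single screening dose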;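 further: His-tagged Mcl-1 with europium anti-His antibody binding Bid BH3 peptide; 0% = Mcl-1 plus peptide wells and 100% = peptide-only wells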
Target sequence (Q07820 whole entry, looked up): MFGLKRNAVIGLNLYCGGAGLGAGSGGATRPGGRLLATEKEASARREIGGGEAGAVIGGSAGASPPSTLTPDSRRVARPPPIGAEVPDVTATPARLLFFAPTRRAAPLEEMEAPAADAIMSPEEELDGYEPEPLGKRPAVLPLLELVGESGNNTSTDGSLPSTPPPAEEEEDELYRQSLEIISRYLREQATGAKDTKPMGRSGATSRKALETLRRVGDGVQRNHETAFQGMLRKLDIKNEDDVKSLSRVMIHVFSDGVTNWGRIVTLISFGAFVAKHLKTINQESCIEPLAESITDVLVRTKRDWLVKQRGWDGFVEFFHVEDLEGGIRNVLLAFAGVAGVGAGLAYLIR
GSH fluor – compound fluorescence on glutathione beads, profiling panel, artefact control, biophysical, 488/530 nm, flow cytometry | GSH beads flow cytometry, compound fluorescence 488/530 nm; active compounds read high | fluorescence (KMESF) at 10 µM | 190,000 tested, 0.25% active | AID 1776, 2009; in the data active means fluorescence above about 89;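 further: glutathione beads carrying GST-tagged Bcl family fusion proteins plus one bare bead set; values are compound well signal with DMSO vehicle wells as background; inactives centre near 16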
Pf gamet viab – late stage P. falciparum gametocyte viability inhibitors, primary screen, ATP luminescence, HTS; AID 743093, 2013; inhibition, % at 10.9 µM; P. falciparum stage V gametocytes, 24 h; 150,000 tested, 0.065% active;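 active means inhibition above the mean plus 3 SD of compounds within the control limits, set per campaign, cut at about 38% in these data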;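 further: 0% = DMSO wells and 100% = medium only without gametocytes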
Rac1 wt modul – wildtype Rac1 GTP binding modulators, primary screen, biochemical, GST-Rac1 beads, flow cytometry, multiplex. AID 757, 2007. fluorescent GTP binding; actives lie on both sides; 0 = cold GTP competed, 100 = untreated. Ras-related C3 botulinum toxin substrate 1 (Homo sapiens), P63000. GTP binding activity (% of control), % at 10 µM. 190,000 tested, 0.27% active;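 active means GTP binding activity at least 20 points away from the 100% control level, either lower or higher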
Mcl1 Noxa PPI – Mcl-1/Noxa binding inhibitors, primary screen, biochemical, TR-FRET, 1536-well; Induced myeloid leukemia cell differentiation protein Mcl-1 (Homo sapiens), Q07820; TR-FRET Mcl-1/Noxa peptide binding, 2 h; inhibition, % at 21.7 µM; 220,000 tested, 1.5% active; AID 1022, 2008;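 active means compounds that cut the protein-peptide binding signal by more than 50% relative to plate controls in a single-dose test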;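 further: His-tagged Mcl-1 with rhodamine Noxa BH3 peptide and terbium anti-His antibody; 0% = Mcl-1 plus Noxa peptide wells and 100% = peptide-only wells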
* marks the source's active call; other numbers are inactive results; nt = no result given.

SMILES	Rab2A wt mod	HRas wt GTP	Cdc42 wt	Rab7 wt GTP bind	Rac1 mut GTP	Avidin fluor	Mcl1 Bid PPI	GSH fluor	Pf gamet viab	Rac1 wt modul	Mcl1 Noxa PPI
O=C(COC(=O)c1cccc(S(=O)(=O)NCc2ccccc2)c1)Nc1ccccc1OC(F)F	98	98	99	96	99	9	-6	41	nt	103	-5
COc1ccc(CN=C(Nc2ccccc2)SC2CC(=O)N(C)C2=O)cc1 (centres undefined)	102	105	103	100	101	8	-29	11	-15	104	-17
Cc1[nH]c(=O)[nH]c1CN1CCCCC1	102	101	101	104	98	17	-53	5	nt	103	-6
Cc1ccc(N=Nc2c(N)n(-c3ccccc3)[nH]c2=O)cc1	97	96	100	98	93	7	-87	9	nt	96	-17
O=C(Nc1nc2ccc([N+](=O)[O-])cc2s1)C1CCCO1 (centres undefined)	96	96	92	99	93	10	-4	18	-2	93	13
COc1cc(C(=O)NCc2nnc(SCC(=O)Nc3nc4ccccc4s3)o2)cc(OC)c1OC	93	97	97	97	95	15	-2	4	-1	97	21
COc1ccc(NS(=O)(=O)c2ccc3nc(COc4ccc(Cl)c(C)c4)[nH]c3c2)cc1	92	94	97	96	95	10	-2	11	-13	100	19
CCN1C(=O)C(C(=O)NC(C)c2ccccc2)C2CC1(C)Oc1ccccc12 (centres undefined)	100	101	98	101	100	6	1	23	22	106	0
COc1ccc2ccccc2c1/C=N/NC(=O)CC1(C)OCCCO1	102	103	106	96	102	3	-4	9	7	103	-3
C/C(=N\Nc1ccc([N+](=O)[O-])cc1[N+](=O)[O-])c1cc2c(ccc3ccccc32)oc1=O	92	92	90	99	92	5	5	24	nt	92	7
CCOC(=O)c1sc2ncnc(NCc3ccco3)c2c1C	103	101	104	104	100	15	-13	32	-19	104	23
CCCc1c(CC)c(=N)c2ccccc2n1C	100	99	101	95	100	8	-9	15	nt	100	13
O=C1c2ccccc2S(=O)(=O)N1CC1CC(c2ccc(Cl)cc2)=NO1 (centres undefined)	93	94	96	96	96	6	-8	25	3	102	-1
CCCCCn1c(SC(C)C(C)=O)nc2c1c(=O)[nH]c(=O)n2C (centres undefined)	100	100	100	98	99	6	-1	24	nt	100	15
Cc1ccc(C)c(S(=O)(=O)NCCCN2CCOCC2)c1	98	100	96	103	95	12	-17	25	-2	100	8
O=C(NCC(c1ccc(F)cc1)N1CCOCC1)c1ccc(Br)o1 (centres undefined)	102	103	105	100	99	8	13	32	nt	102	0
CCOC(=O)C1=C(C)NC(=O)NC1/C=C/c1ccccc1OC (centres undefined)	95	97	96	97	94	7	-11	16	-4	97	0
CC(=O)c1ccc(NC(=S)Nc2ccc(Br)c(Cl)c2)cc1	95	97	96	95	97	10	-27	24	nt	98	42
CCn1cc(C(=O)OCC(=O)N(C)C2CCS(=O)(=O)C2)c(=O)c2ccc(C)nc21 (centres undefined)	98	100	101	100	97	18	23	10	nt	101	24
Cc1c(NC(=O)c2c(N)sc3c2CCCC3)c(=O)n(-c2ccccc2)n1C	96	96	96	95	97	8	-39	69	4	97	40
CC(C)(C)c1ccccc1NC(=S)NCc1ccccc1	98	101	102	101	100	35	-36	12	-21	104	20
CSc1ccc(/C=N/Nc2nc(C)cc(=O)[nH]2)cc1	92	88	89	103	91	8	-20	11	-6	88	-5
O=C(COC(=O)Cc1ccc(Cl)cc1)Nc1cc(S(=O)(=O)N2CCOCC2)ccc1N1CCCC1	98	99	102	97	98	3	-59	18	15	104	-8
COCCCNC(=O)CN(c1cc(Cl)ccc1OC)S(=O)(=O)c1ccc(C)c([N+](=O)[O-])c1	97	98	95	103	94	10	-27	21	-18	99	1
COc1cccc(NC(=O)c2nc3nc(C)cc(C(F)F)n3n2)c1	101	104	103	102	103	10	-10	21	nt	108	10
(list continues)
SMILES	Rab2A wt mod	HRas wt GTP	Cdc42 wt	Rab7 wt GTP bind	Rac1 mut GTP	Avidin fluor	Mcl1 Bid PPI	GSH fluor	Pf gamet viab	Rac1 wt modul	Mcl1 Noxa PPI
CO/N=C(\N)c1ccc([N+](=O)[O-])cc1	99	99	101	101	100	4	10	10	6	104	2
CC(C)C(c1nnnn1Cc1ccco1)N1CCN(c2cccc(Cl)c2)CC1 (centres undefined)	100	100	100	100	99	13	-44	20	nt	100	-22
CNS(=O)(=O)c1ccc2c(c1)oc(=O)c1cc(S(=O)(=O)NC)ccc12	101	103	102	108	104	12	0	15	8	103	12
COc1cccc(C2=NOC(C(=O)Nc3cccnc3Cl)C2)c1 (centres undefined)	96	100	99	102	98	11	7	11	nt	103	16
Cc1ccc(-n2c(C)cc(/C=N/NC(=O)CN(c3ccc(C)cc3C)S(C)(=O)=O)c2C)cc1	94	92	91	96	91	2	-20	34	9	93	14
CN(C)c1nc2sc3c(c2c(=O)n1C)CC(C)(C)OC3	99	100	102	99	99	12	-13	5	nt	101	7
CC1Cc2ccccc2N1c1ncnc(N)c1[N+](=O)[O-] (centres undefined)	98	97	93	101	96	5	-23	18	-18	97	25
CCN(CC(=O)N1CCc2ccccc2C1)S(=O)(=O)c1ccc2ccccc2c1	98	100	98	96	97	34	1	17	nt	99	-4
CCCCn1c(CCNC(=O)c2cccs2)nc2ccccc21	99	99	100	100	97	26	-14	16	17	98	-1
CCOc1ccccc1NC(=O)C1CC2CCCC(C1)C2=O (centres undefined)	100	101	101	97	99	16	-9	29	-28	102	12
c1ccc(CCC2=NCCn3cccc32)cc1	104	105	103	95	100	11	-12	72	nt	101	10
O=C(Cn1c(=O)c2c(ncn2Cc2ccccc2)n(Cc2ccccc2)c1=O)NC1CC1	97	99	101	95	98	7	-7	29	nt	103	13
CC(=O)Nc1cc(C(=O)OCc2cccc([N+](=O)[O-])c2)ccc1C	97	96	101	106	96	9	-7	20	-3	100	5
COCC(=O)Nc1cccc(C(F)(F)F)c1	102	99	100	95	99	13	-20	34	nt	102	20
COc1cc(NS(=O)(=O)c2ccc(NC(=O)/C(=C\c3ccccc3OC)NC(=O)c3ccccc3)cc2)nc(OC)n1	95	95	99	97	95	19	11	31	17	99	15
CCOC(=O)C1CCN(S(=O)(=O)c2cccc(-c3cn4cc(C)ccc4n3)c2)CC1	102	101	99	101	100	11	1	16	nt	99	-3
CN(C)C(=O)c1nc2ccccc2s1	97	99	101	97	100	8	-19	11	-6	103	14
CCO/N=C/c1ccc(OC)c(Oc2nc(OC)cc(OC)n2)c1	104	101	103	100	100	7	-15	12	-30	106	-5
CCN(CC)Cc1c(C(=O)N2CCc3ccccc3C2)nc2ccc(Cl)cn12	97	99	95	100	95	13	-48	14	-6	101	5
CCOC(=O)c1cnc(SCC(=O)Nc2ccc3c(c2)OCCO3)nc1N	100	101	100	100	98	18	4	40	nt	103	-14
CCC(C)(C)NC(=S)Nc1ccc(-c2nc3ccc(C)cc3s2)cc1	101	101	104	97	99	12	-25	3	-5	103	2
Cc1ncsc1C(=O)N1CCCC(CNS(=O)(=O)c2cccs2)C1 (centres undefined)	100	101	97	105	95	12	-11	17	7	103	7
CC1CCCN(c2ccc3nc4ccccc4c(=O)n3n2)C1 (centres undefined)	81	80	84	96	87	13	14	6	nt	78*	8
COc1ccc(OC)c(CNn2c(-c3cccc(C)c3)nc3ccccc3c2=O)c1	98	101	99	99	98	8	-11	14	nt	99	-15
O=C(CN(C(=O)Cn1nnc(-c2ccc(F)cc2)n1)C1CCCC1)NC1CCCC1	100	100	99	99	97	9	-15	14	nt	103	-2
Next records
SMILES	Rab2A wt mod	HRas wt GTP	Cdc42 wt	Rab7 wt GTP bind	Rac1 mut GTP	Avidin fluor	Mcl1 Bid PPI	GSH fluor	Pf gamet viab	Rac1 wt modul	Mcl1 Noxa PPI
O=C(NN1C(=O)C2C(c3ccccc3)C=CC(c3ccccc3)C2C1=O)c1ccncc1 (centres undefined)	90	91	86	99	83	3	-36	9	13	89	9
NC(=O)C[n+]1cccc(CNC(=O)c2ccc(OC(F)F)cc2)c1	98	96	98	99	95	20	-11	7	12	96	2
CC(=O)OCCNc1cc(SC(C)C)c2nonc2c1[N+](=O)[O-]	97	99	93	107	95	20	-27	8	nt	98	-3
O=C(O)COc1ccc(/C=N/O)cc1Br	95	92	96	94	94	18	-5	9	nt	92	11
COc1ccc(/C(N)=N/OC(=O)Cc2ccc(C)cc2)cc1OC	97	98	96	99	97	11	12	9	5	100	31
COc1ccccc1CC(=O)Nc1ccc2c(c1)CCC2	102	98	102	97	98	5	-12	10	3	100	10
COC(=O)c1cccnc1-n1c(=O)c2cccnc2n(CC(=O)Nc2ccc(Br)cc2)c1=O	94	96	98	95	95	13	-35	15	0	97	-7
COCn1c(-c2ccccc2)nc2ccccc21	101	101	101	101	99	12	7	29	nt	102	9
CC(C)(C)OC(=O)N1CCN(c2ccc(NC(=O)Cn3nnc(-c4ccccc4)n3)cc2)CC1	103	102	107	97	100	33	21	18	nt	109	11
Cc1ccc(-c2csc3nc(C)n(-n4c(C)ccc4C)c(=O)c23)o1	100	99	98	101	97	19	-1	28	nt	103	35
COc1cccc(CNC(=O)c2nnn(CC(=O)Nc3ccc(C)c(C)c3)c2N)c1	102	101	99	102	96	15	-12	12	9	104	-40
O=C(NCc1ccc(Cl)cc1)C1CCN(S(=O)(=O)c2ccc(F)cc2)CC1	95	92	96	95	92	17	-19	14	-5	97	13
N#Cc1ccccc1NC(=O)Nc1cccs1	102	100	101	103	100	40	-16	23	nt	101	4
CCOCc1cnc(C)nc1NCC(=O)c1c(C)n(C)c2ccc(OC)cc12	97	96	98	97	95	7	-22	44	5	97	36
CCn1c2ccc(/C(C)=N\O)cc2c2cc(/C(C)=N\O)ccc21	99	100	101	102	99	34	10	12	7	102	32
O=C(Cc1ccc(F)cc1)c1ccc(O)cc1O	104	105	107	104	102	16	-31	11	11	104	1
CN(C)C(/C=C/Nc1ccc(O)cc1)=C(C#N)C#N	97	97	94	103	94	26	-47	7	-6	97	14
O=c1c2cccnc2[nH]c(=S)n1CCCN1CCN(c2ccc(F)cc2)CC1	98	99	102	99	97	8	-40	29	8	100	6

Screening results as filed in PubChem BioAssay.
